Compound activity from PubChem.
RAD52 inh: RAD52 (human) annealing inhibition; inhibition, % at 18.7 µM; P43351; recombinant RAD52 DNA annealing, FRET fluorescence; actives 0.46% (n = 360,000);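 active = every replicate showing at least 50% inhibition; inconclusive = mean inhibition at least 50% but not in every replicate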
DENV2 CPE: inhibitors of DENV2 cytopathic effect; CPE inhibition, % at 9.99 µM; DENV2-infected cells, cytopathic effect rescue, plate reader; actives 1.7% (n = 350,000); AID 651640; in the data active = CPE inhibition above about 20%, passing the limit was not always enough; inconclusive = no clear call, values can overlap the other calls; tested in BHK-21 cells;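 also: 0% = median of neutral control wells and 100% = median of positive control wells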
Xi reactivation: activators of X-chromosome reactivation in mouse fibroblasts; AID 743238; XiGFP mouse fibroblasts, % GFP-positive cells imaging, 3 d; cells co-treated with 5-aza-dC sensitizer; scaled so ellipticine positive control = 100%; activation, % at 7.58 µM; actives 0.055% (n = 360,000);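 active = mean normalized replicate activation at least 10% and every replicate at or above 10%; inconclusive = only one of the two criteria met; inactive = mean below 10% and not all replicates reach 10%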;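 also: 0% = median of on-plate neutral control wells and 100% = ellipticine 6 µM median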
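Assay system: SV40-immortalized XiGFP fibroblast cells, line 68-5-11; buffer or medium: DMEM plus 5-aza-dC sensitizer; compound: one concentration, pinned; timing: compounds 3 days, fix/stain 15 min at room temperature; benchmarks: positive control ellipticine, 6 µM final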
GSIS activator: GLuc luminescence reporter in INS-1E cells, primary screen for activators of glucose-dependent secretion of insulin; INS-1E GLuc reporter insulin secretion, 2-3 h; activation, % at 16.6 µM; actives 0.61% (n = 370,000); AID 743287;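 active = lowest replicate activation of at least 40%, so every replicate reaches that level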;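 also: 0% = median of neutral control wells and 100% = median of IBMX positive control wells; some compounds called inactive have numbers as strong as hits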
E-selectin induc: induces E-selectin expression in human endothelial cells; P16581; HUVEC E-selectin immunofluorescence imaging; normalized: neutral wells 0, TNF-alpha wells 100; activation, % at 7.58 µM; actives 0.37% (n = 260,000); AID 686992;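 active = mean E-selectin-positive cell signal at least 10% of the positive control, reached in at least 60% of replicates, without over 20% cell loss; inconclusive = no rule given, readout overlaps actives, possibly toxicity-flagged; inactive = the rest, including those meeting only one limit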;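 also: in these data hits start at about 27%; measured in HUVEC primary endothelial cells; signal is the percent of cells scored E-selectin positive by PE staining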
Target sequence (P16581 whole entry, looked up): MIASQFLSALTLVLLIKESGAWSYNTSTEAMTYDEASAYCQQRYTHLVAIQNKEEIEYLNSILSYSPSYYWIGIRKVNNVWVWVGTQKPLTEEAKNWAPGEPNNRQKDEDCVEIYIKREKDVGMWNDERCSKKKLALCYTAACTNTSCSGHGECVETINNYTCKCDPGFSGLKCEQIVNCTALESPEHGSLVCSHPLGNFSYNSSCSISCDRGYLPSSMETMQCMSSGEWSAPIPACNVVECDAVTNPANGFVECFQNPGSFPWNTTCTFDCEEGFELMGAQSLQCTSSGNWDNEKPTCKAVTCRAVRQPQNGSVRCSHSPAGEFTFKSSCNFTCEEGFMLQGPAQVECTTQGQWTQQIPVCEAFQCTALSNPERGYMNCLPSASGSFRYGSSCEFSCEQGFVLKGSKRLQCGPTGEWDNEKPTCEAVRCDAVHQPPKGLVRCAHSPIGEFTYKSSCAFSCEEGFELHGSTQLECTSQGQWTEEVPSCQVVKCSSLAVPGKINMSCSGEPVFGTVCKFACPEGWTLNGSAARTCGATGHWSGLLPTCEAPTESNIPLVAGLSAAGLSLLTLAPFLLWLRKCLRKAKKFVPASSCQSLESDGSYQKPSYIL
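System: HUVEC / Compound: single concentration / Signal: immunofluorescence imaging / Read-out: percent E-selectin-positive cells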
CFTR F508del cor: CFTR F508del correction in bronchial cells | CFBE cells, YFP halide quenching; stimulated with forskolin plus potentiator P3; % fluorescence drop versus neutral controls | activity (quench increase), % at 7.58 µM | actives 0.36% (n = 350,000);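 active = mean added fluorescence quench of at least 8% versus neutral control, with both replicates also reaching 8%; inconclusive = only one of the mean or replicate conditions met; inactive = mean below 8% and not both replicates reaching 8%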;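 also: cells transiently co-express mutant CFTR-F508del with the halide-sensitive YFP; corrector assay measuring rescue of mutant channel to the surface after 24 h compound exposure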
Casp6 inh: inhibitors of human caspase-6. AID 686996. purified caspase-6, Z-VEID-R110 cleavage fluorescence. inhibition, % at 12.5 µM. actives 0.53% (n = 350,000). P55212;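 active = mean inhibition across replicates at least about 35%, with every replicate also reaching that limit, limit read from the data; inconclusive = only one of the two criteria met; inactive = neither criterion met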;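 also: 0% = median of neutral control wells and 100% = no fluorescence left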
Target sequence (P55212 24-179 limits assumed): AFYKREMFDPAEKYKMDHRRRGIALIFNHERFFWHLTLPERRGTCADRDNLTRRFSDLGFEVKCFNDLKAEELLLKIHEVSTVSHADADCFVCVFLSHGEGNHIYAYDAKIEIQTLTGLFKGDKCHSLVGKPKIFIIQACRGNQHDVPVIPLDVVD
Target sequence (P55212 194-293 limits assumed): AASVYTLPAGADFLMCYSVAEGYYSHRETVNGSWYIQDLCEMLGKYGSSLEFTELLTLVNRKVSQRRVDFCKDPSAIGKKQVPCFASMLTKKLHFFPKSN
RAD54 inh: inhibitors of human RAD54 branch migration | Q92698 | RAD54 Holliday junction branch migration, FAM/BHQ fluorescence | inhibition, % at 10.4 µM | actives 0.14% (n = 360,000);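 active = mean normalized replicate activity at least 40 and at least half of replicates scoring 40 or more; inconclusive = only one of the two criteria met; inactive = mean below 40 and under half of replicates reaching 40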;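 also: 0% = median of neutral control wells and 100% = median of positive control wells; inhibitors cause a drop in the FAM fluorescence signal; in these data hits start at about 50%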
The depositor's hits bear a star; ? = inconclusive; nt = no result given. Random draw from the library (roughly 3.7% active in at least one column).

SMILES | RAD52 inh | DENV2 CPE | Xi reactivation | GSIS activator | E-selectin induc | CFTR F508del cor | Casp6 inh | RAD54 inh
O=C(NNC(=O)c1cccnc1SCc1cccc([N+](=O)[O-])c1)c1ccccn1 | -4 | -4 | 0.1 | 2 | nt | -2.8 | -4 | 4
C[C@H]1CN([C@@H](C)CO)C(=O)c2cccc(NC(=O)Nc3ccccc3)c2O[C@@H]1CN(C)C(=O)Nc1ccccc1 | 5 | -6 | 0.4 | 5 | 0.6 | 2.1 | -1 | -13
CCCN(C)C[C@H]1OCCCC[C@@H](C)Oc2ccc(N(C)C)cc2C(=O)N([C@H](C)CO)C[C@@H]1C | 5 | -10 | 0.0 | -4 | 0.0 | -1.9 | -1 | 9
COC(/C=C/Nc1ccc(Cl)cc1)=C(C#N)C#N | -14 | nt | 0.0 | -1 | nt | 2.4 | 1 | nt
CCCc1nc2ccccc2n1CCc1ccccc1 | -11 | -4 | 0.2 | 29 | 0.2 | 1.2 | 0 | -9
CC(C)NC(=O)N(C)C[C@@H]1Oc2ncc(C#CCc3ccccc3)cc2C(=O)N([C@@H](C)CO)C[C@@H]1C | 13 | 5 | -0.1 | -8 | 0.0 | 1.0 | -1 | 10
CCN(CC)c1ccc(C(=O)NNC(=O)CNC(=O)c2cccs2)cc1 | 6 | 4 | 0.2 | 2 | -0.2 | 3.1 | 0 | 13
O=C(Cc1ccc([N+](=O)[O-])cc1)Nc1ccon1 | -3 | 2 | -0.1 | 25 | -0.3 | 3.1 | 5 | -13
COc1ccc(CNC(=O)c2cc3ccccc3oc2=O)cc1 | -7 | -2 | 0.2 | 0 | -0.1 | -0.5 | 1 | 7
CC=Cc1ccc2n(c1=O)C[C@H]1[C@H](CO)[C@@H](C(=O)N3CCOCC3)[C@@H]2N1CC1CCCC1 (mixture of isomers) | 11 | 16 | 0.3 | 2 | 0.2 | nt | -1 | 3
CN1c2ccc(-c3ccccc3)cc2[C@@H]2[C@@H](CCN2C(=O)c2ccc(F)cc2)[C@@H]1CO | 6 | 8 | -0.1 | -9 | -0.4 | -1.8 | -3 | -2
CN(CC(=O)N1CCCCCC1)S(=O)(=O)c1cccc2cccnc12 | -10 | ? | 1.8 | -11 | nt | 3.4 | -5 | 5
CC(CN1C(C)CCCC1C)OC(=O)c1ccc(F)cc1 (centres undefined) | 0 | -3 | 0.1 | 10 | nt | 0.4 | 2 | -6
O=C(C[C@H]1CC[C@H]2NC[C@@H](O)COC[C@@H]2O1)Nc1nccs1 | -7 | -1 | 0.1 | 1 | 0.0 | 0.4 | 7 | 7
CCN1/C(=C2\C(=O)N(C)C(=S)N2C)C=Cc2cc(OC)ccc21 | -32 | -4 | 0.2 | 1 | nt | -1.0 | -4 | nt
COc1ccc(NC(=O)N[C@H]2CC[C@@H](CCNC(=O)CCN3CCCCC3)O[C@H]2CO)cc1 | -2 | 6 | 0.8 | 11 | 0.1 | 0.2 | -1 | -6
COc1ccc(C#Cc2ccc3c(c2)O[C@@H](CN(C)C)[C@@H](C)CN([C@@H](C)CO)S3(=O)=O)cc1 | 17 | -3 | -0.6 | -4 | -0.4 | 2.3 | -1 | 4
CC1(C(=O)NCc2cccs2)CCN1C(=O)Cc1ccc(Cl)cc1Cl (centres undefined) | -11 | 1 | 0.2 | -19 | 0.0 | 0.4 | 1 | 7
CCc1cccc(C)c1N1C(=O)CN(Cc2ccccc2)C1=S | -5 | ? | 0.0 | -6 | 0.0 | -2.5 | 1 | -14
CS(=O)(=O)c1ccc(-n2nnc3ccccc32)c([N+](=O)[O-])c1 | -10 | 3 | 0.0 | 6 | nt | -0.2 | 3 | 0
O=C(Cc1cccs1)N/N=C/C=C/c1ccco1 | -19 | -1 | -0.1 | nt | nt | nt | 38* | -5
COc1ccc(NS(=O)(=O)c2cccc(C(=O)NCC(c3cccs3)N3CCOCC3)c2)cc1 (centres undefined) | -15 | 1 | 0.0 | nt | nt | 0.3 | -2 | 0
CCC[C@@H](CN1CCC[C@H]1CN1C(N)=NC[C@H]1CC(C)C)N1C[C@@H]([C@H](C)CC)N(CCc2ccc(Cl)c(Cl)c2)C1=N | 51* | 5 | 0.0 | -1 | 0.0 | 1.2 | -10 | 20
CCCN1C[C@@H](C)[C@H](OC)CN(C)C(=O)c2ccc(NS(=O)(=O)c3ccccc3)cc2OC[C@@H]1C | -3 | 37* | 0.1 | 1 | 0.0 | 1.8 | 0 | 10
CO[C@H]1CN(C)C(=O)c2ccc(NS(=O)(=O)c3ccccc3C)cc2OC[C@H](C)N(C)C[C@H]1C | -3 | 3 | 0.1 | -1 | -0.3 | 0.6 | -1 | 1
CCCN(CC(=O)Nc1ccccc1C)C(=O)c1ccc(N2CCCCCC2)c([N+](=O)[O-])c1 | 39 | 1 | 0.1 | -39 | -0.7 | 0.3 | -87 | -10
COC(=O)[C@@]1(Sc2ccc(C)cc2)CC(=O)N(c2cccc(SC)c2)[C@@H]1c1ccccc1 | -11 | 5 | 0.0 | 3 | 0.0 | -2.0 | -1 | nt
Nc1ccnc(=O)[nH]1 | -9 | -5 | 0.0 | 5 | -0.3 | -0.2 | 12 | -3
Cc1ccc(S(=O)(=O)NCC[C@H]2CC[C@H](NC(=O)Nc3cccc(F)c3)[C@@H](CO)O2)cc1 | -10 | -1 | 0.4 | -6 | 0.1 | -1.5 | -1 | -14
COc1ccc(C(=O)O/N=C(\N)c2ccccc2)cc1 | 0 | 7 | -0.1 | -13 | 0.6 | -0.4 | -1 | 10
O=C(NCc1cccnc1)Nc1cccc(Cl)c1Cl | -12 | 4 | 0.0 | -11 | nt | -2.0 | -5 | -1
COc1c(O)ccc(/C=N\NC(=O)c2ccc3c(c2)OCO3)c1[N+](=O)[O-] | -3 | 4 | 0.0 | 29 | nt | 1.4 | 0 | -1
CC(C)=CCC[C@](C)(O)C1CC[C@]2(C)C1C(O)CC1[C@@]3(C)CCC(O)C(C)(C)C3C(O[C@@H]3OC(CO)C(O)C(O)C3O[C@@H]3OC(C)C(O)C(O)C3O)C[C@]12C (some centres undefined) | -1 | -8 | 0.0 | 19 | -0.1 | 0.6 | 1 | -5
C[C@@H]1CN([C@H](C)CO)C(=O)c2cccc(NC(=O)C3CCOCC3)c2O[C@@H]1CN(C)C(=O)NC1CCCCC1 | 6 | -9 | -1.2 | 19 | 0.0 | 1.0 | -1 | -2
COC(=O)Cn1ccc2cc(S(=O)(=O)N3CCCCCC3)ccc21 | -7 | 4 | 0.2 | 23 | nt | 0.7 | 6 | -2
C#CCOCCOCCOCCNc1nc(N2CCN(C(=O)Cn3cc(CCCN=C(N)N)nn3)CC2)nc(N2CCN(C(=O)[C@H](CCCCN)n3cc(CCCC)nn3)CC2)n1 | 51* | -1 | 0.4 | 16 | -0.2 | 1.6 | -68 | -22
COc1c(O)c(O)c2oc(-c3ccccc3)cc(=O)c2c1OC | -7 | 5 | nt | nt | nt | 1.2 | 8 | -8
CCN1CCN(c2ccc(S(=O)(=O)N3CCCCC3)cc2NC(=O)c2cccc(F)c2)CC1 | 21 | -5 | 0.0 | -14 | 2.3 | -0.2 | -114 | nt
C[C@@H]1CCCCO[C@H](CN(C)Cc2ccc3c(c2)OCO3)[C@@H](C)CN([C@@H](C)CO)C(=O)c2cc(NC(=O)C3CCCCC3)ccc2O1 | 18 | -3 | 0.1 | -24 | -0.2 | 1.3 | -2 | 1
Cc1ccc(NC(=O)c2ccc(OC(=O)COc3cccc(Cl)c3)cc2)cc1 | nt | nt | 0.1 | -5 | 0.0 | nt | nt | 7
COC(=O)CCC(C(=O)CN1C(=O)c2ccccc2C1=O)N1C(=O)c2ccccc2C1=O (centres undefined) | -5 | 11 | 0.2 | -7 | 0.1 | -3.3 | -1 | nt
CC(C)NC(=O)N[C@H]1CC[C@H](CC(=O)N2CCCCC2)O[C@H]1CO | -11 | ? | -0.5 | -6 | -0.4 | -1.1 | 0 | -4
O=C(NCc1nnnn1-c1ccc(F)cc1)c1ccc(S(=O)(=O)N2CCOCC2)cc1 | -35 | 16 | 0.5 | nt | nt | 0.5 | 1 | 11
O=C1CC(c2ccccc2)=C(c2ccccc2)C1c1ccccc1 (centres undefined) | -1 | 4 | 0.2 | nt | -0.6 | 2.3 | 5 | -6
CN(c1ccccc1)S(=O)(=O)c1ccc(C(=O)N2CCc3ccccc3C2)cc1 | -16 | -3 | 0.6 | -21 | nt | -1.5 | 2 | -2
COc1ccc(OC(C)C(=O)N(C)Cc2nc(-c3cccc(C)c3)no2)cc1 (centres undefined) | 1 | -5 | 0.3 | -46 | -0.1 | -0.9 | 2 | -14
CCCNC(=O)[C@H]1[C@H](CO)[C@H]2Cn3c(cccc3=O)[C@H]2N1CC1CC1 | -23 | -6 | 0.2 | -1 | -0.1 | 1.2 | 0 | -1
CN1CCN(C(=O)C[C@@H]2CC[C@H]3[C@@H](COC[C@H](O)CN3Cc3cccc(-c4ccncc4)c3)O2)CC1 | 6 | -10 | 0.1 | -5 | 0.4 | 1.7 | 0 | 5
Cc1ccc2nc(-c3ccc(F)cc3)c(Cc3ccccc3C(F)(F)F)n2c1 | -16 | 14 | -0.2 | 17 | 4.3 | 6.7 | -1 | -15
O=C(COc1coc(CN2CCN(c3ccc(F)cc3)CC2)cc1=O)NCC1CCCO1 (centres undefined) | 2 | 1 | 0.0 | 10 | 0.2 | 2.5 | 5 | 3
C[C@@H]1CCCCO[C@H](CN(C)CC2CC2)[C@H](C)CN([C@@H](C)CO)C(=O)c2cc(NS(C)(=O)=O)ccc2O1 | -3 | -1 | 0.2 | 17 | -0.2 | 1.2 | -6 | 3
CC(C)NC(=O)N1[C@@H]2CN(C(=O)C3CCC3)c3ccccc3[C@@H]2[C@@H]1CO | 4 | -3 | 0.1 | -11 | 0.0 | -0.4 | 0 | -5
